NCI-60 one-dose screen, 48 h, at 10 µM unless noted. Numbers give growth in % (100 = growth as untreated, 0 = no growth, -100 = all killed).
SF-539: SF-539 CNS cancer; hit rate 6.8% among 81,000
SF-295: SF-295 CNS cancer cells. hit rate 5.6% among 79,000. AID 1794758
PC-3: PC-3 prostate cancer cells. AID 1794754. hit rate 3.9% among 80,000
SNB-75: SNB-75 CNS cancer. AID 1794750. hit rate 5% among 79,000
SNB-19: SNB-19 CNS cancer cells; hit rate 2.5% among 81,000
U251: U251 CNS tumor cells. hit rate 5.4% among 80,000
HCC-2998: HCC-2998 colon cancer | hit rate 4.7% among 79,000
SF-268: SF-268 CNS cancer cells. hit rate 3.1% among 82,000. AID 1794759
An asterisk follows results filed as active; . = no result given; & = joins results of further samples. Rule for the calls: active = growth percent below 10; inactive = the rest. Outcome played no part in choosing rows; 10% or so of the library scored in one or more.

mol	SNB-75	PC-3	SF-539	SNB-19	SF-268	U251	HCC-2998	SF-295
CN1C(=O)/C(=C/c2ccc(C(=O)Nc3ncc(Cc4ccccc4Cl)s3)cc2)SC1=S	69	78	77	83	81	89	78	58
CCCCCCCCCCCCCCCC(=O)NCc1ccc(Cl)cc1	108	94	97	95	105	113	109	101
O=C(OCC(O)C(=O)NC12CC3CC(CC(C3)C1)C2)c1ccc(Cl)cc1 (stereo not drawn)	90	94	110	102	98	97	109	94
Cc1cc(Nc2ncnc3ccc(NC4=NC(C)(C)CO4)cc23)ccc1Oc1ccn2ncnc2c1	39	41	30	44	42	36	19	53
C#CC1(O)CCC2C3CCc4cc(OC)ccc4C3CCC21C (stereo not drawn)	112&107	98&82	103&106	105&107	100&100	108&114	113&105	113&98
O=C(COc1cccc2c1N=CCC2)Nc1ccc(C(=O)/C=C/c2ccc(Cl)cc2Cl)cc1	101	87	102	97	106	100	105	99
Cc1c(C(=O)/C=C/Nc2c(Cl)cc(S(N)(=O)=O)cc2Cl)sc2nc3ccccc3n12	94	104	97	99	95	107	124	101
CC(=O)n1cc(CS)c(=O)[nH]c1=O	88	97	99	100	103	102	.	107
COc1ccc(-c2cc(C(=O)N=Nc3c(O)[nH]c4ccccc34)c3ccccc3n2)cc1OC	92	92	96	98	100	95	98	96
CCCc1cc2c(cc1CN(Cc1cc3c(cc1CCC)OCO3)C(=N)OCC)OCO2	96	59	112	94	79	67	90	.
ClCc1ccc(Oc2ccc(CCl)cc2)cc1	86	101	105	106	99	103	127	112
COc1ccccc1C1OCC(C)(C)CO1	100	102	109	105	103	107	.	100
COc1ccc(Oc2nc(Nc3ccc(N4CCOCC4)nc3)ncc2NC(N)=O)cc1	84	92	113	97	104	100	104	98
COC(=O)C1SCCCS1	84	100	106	102	109	.	109	97
C#CCOc1ccc(C2=NN(CCC)C3N=C(Cl)c4ncn(CCC)c4N23)cc1OCC#C (stereo not drawn)	79	73	91	100	105	82	118	87
CCOC(=O)c1ccc(NC(=S)NC(=O)c2ccc(OCC)cc2)cc1	104	100	98	103	110	112	106	101
NC(=O)c1cc(-c2ccc3ncnc(N4CCc5cc(F)c(Cl)cc54)c3c2)cnc1N	-25*	25	-23*	40	28	41	38	25
O=C1NC(=NC23CC4CC(CC(C4)C2)C3)N/C1=C\c1ccc2ncccc2c1	-66*	-48*	2.1*	5.8*	35	-64*	23	-30*
CCC(N)CO (stereo not drawn)	105	97	104	106	96	99	105	105
CC(=O)c1sc2sc(C(C)=O)c(C)c2c1C	91	78	85	105	97	94	102	105
Cc1c2c(c(C)c3c1oc1cc(O)ccc13)C(=O)N(Cc1ccccc1)C2=O	82	85	65	104	54	87	104	97
COc1ccc(/C=N/OCC(O)CN2CCC(O)CC2)cc1OC1CCCC1 (stereo not drawn)	80	95	101	96	95	103	101	104
CCOC(=O)c1c(C)nc(C)c(C(=O)OCC)c1-c1cccnc1	82	.	97	96	106	94	104	112
O=C(CN1C(=O)NC(c2ccccc2)(c2ccccc2)C1=O)c1ccc(N2CCOCC2)cc1	85	90	104	99	93	98	103	100
c1ccc2c(c1)NC1CCCCC21 (stereo not drawn)	101	93	97	106	102	101	110	97

Compounds listed so far that contain an NH in an aromatic ring:
mol	SNB-75	PC-3	SF-539	SNB-19	SF-268	U251	HCC-2998	SF-295
CC(=O)n1cc(CS)c(=O)[nH]c1=O	88	97	99	100	103	102	.	107
COc1ccc(-c2cc(C(=O)N=Nc3c(O)[nH]c4ccccc34)c3ccccc3n2)cc1OC	92	92	96	98	100	95	98	96

The listing picks up, starting three compounds before the break.
mol	SNB-75	PC-3	SF-539	SNB-19	SF-268	U251	HCC-2998	SF-295
CCOC(=O)c1c(C)nc(C)c(C(=O)OCC)c1-c1cccnc1	82	.	97	96	106	94	104	112
O=C(CN1C(=O)NC(c2ccccc2)(c2ccccc2)C1=O)c1ccc(N2CCOCC2)cc1	85	90	104	99	93	98	103	100
c1ccc2c(c1)NC1CCCCC21 (stereo not drawn)	101	93	97	106	102	101	110	97
S=c1[nH]n(-c2ccccc2)c(=S)s1	90	95	102	108	92	99	69	107
O=C(CNC(=O)Oc1ccccc1)Nc1ccc(C(=O)O)c(O)c1	88	98	127	106	101	96	.	108
O=C(c1ccccc1)n1cc(-c2nc3ccccc3[nH]2)c2cccnc21	91	87	100	115	99	.	103	107
CC1CN(C(=O)c2sc3ccccc3c2Cl)CC(C)O1 (stereo not drawn)	89	87	100	91	88	97	103	.
Cc1cc(Nc2ccc(Br)cc2)nc(N)n1	80	91	96	106	97	90	93	92
O=C(Cc1ccc(Cl)cc1F)Nc1cc(C2(C(F)(F)F)CC2)nn1CC1CCCCC1	76	96	98	98	100	102	95	93
NS(=O)(=O)c1ccc(C(=O)N2N=C(c3ccc(F)cc3)CC2c2ccccc2)cc1 (stereo not drawn)	74	82	95	100	95	99	102	102
NN(Cc1ccccc1)Cc1ccccc1	96	92	103	106	123	97	.	118
O=c1[nH]n(-c2ccccc2)c2ccccc12	98	97	98	100	98	104	113	107
CC1Cc2c(nc[nH]c2=O)N(C)c2ccccc21 (stereo not drawn)	66	89	96	106	103	98	93	89
Nc1cc(OCC(=O)O)c(Cl)cc1Cl	100	92	97	97	99	97	95	101
CCOC(=O)c1ccc(NC(N)=O)cc1	80	93	97	85	90	92	66	97
CCCCC/C=C\C/C=C\CCCCCCCCOc1ccccc1CCOP(=O)(O)OCC[N+](C)(C)C	110	107	104	101	94	106	108	99
CCN(CC)CC(CN(CC)CC)OC(=O)Nc1ccccc1	90	96	94	99	95	110	109	101
Nc1nc(C(=O)NNC(=S)Nc2ccccc2)nn1-c1ccc(S(N)(=O)=O)cc1	101	103	102	104	96	98	105	106
Fc1ccc(-c2cnc3nonc3n2)cc1Br	104	71	110	99	89	100	114	101
CC(=O)c1cc(C)c(C)cc1C	119	101	104	107	96	95	89	99
CCCC=NCCCC	87	102	95	103	97	104	104	100
O=c1c(/C=C/c2ccco2)nnc(SCCN2CCOCC2)n1/N=C/c1ccc([N+](=O)[O-])cc1	100	97	94	.	97	104	93	107
CC[C@@H](C(=O)[C@@H](C)[C@@H](O)[C@H](C)[C@@H]1O[C@@H]([C@@H](CC)C(=O)N(CC)CC)CC[C@@H]1C)C1O[C@]2(C=CC(=O)[C@]3(CC[C@@](C)([C@H]4CC[C@](O)(CC)[C@H](C)O4)O3)O2)[C@H](C)C[C@@H]1C (stereo partly drawn)	30	7.8*	45	23	46	6.7*	29	4.9*
N#Cc1c(Nc2ccc(Cl)cc2)nc2sc3cc(Cl)c(Cl)cc3n2c1=O	71	80	94	90	100	98	100	107
CC(C)(C)CC1(C)NC(=O)NC1=O (stereo not drawn)	84	106	109	110	119	111	113	108
COc1ccc(C(=O)Nc2ccc(Sc3cc4cc(OC)c(OC)cc4nc3C)cc2)cc1OC	83	90	115	98	102	102	106	112
COc1ccc(/C=C2/C3=C([C@@H](c4ccc(OC)c(OC)c4)C(C#N)=C(N)O3)[C@H]3CCC2N3C)cc1OC	62	88	89	87	96	98	101	93
CCN(CC)CCNc1ccccc1Cl	100	96	107	107	102	95	87	109

Entries of single compounds from above. Values in the order: SNB-75	PC-3	SF-539	SNB-19	SF-268	U251	HCC-2998	SF-295
CCCCC/C=C\C/C=C\CCCCCCCCOc1ccccc1CCOP(=O)(O)OCC[N+](C)(C)C in the list: 110	107	104	101	94	106	108	99
NC(=O)c1cc(-c2ccc3ncnc(N4CCc5cc(F)c(Cl)cc54)c3c2)cnc1N in the list: -25*	25	-23*	40	28	41	38	25

(next part)
mol	SNB-75	PC-3	SF-539	SNB-19	SF-268	U251	HCC-2998	SF-295
CCOC(=O)C1(c2ccccc2)SC(C(=O)OCC)(c2ccccc2)S1 (stereo not drawn)	104	97	99	90	103	104	106	101
CC[n+]1cccc(C(N)=O)c1	84	91	97	96	99	59	111	96
O=C(CC(=O)C(F)(F)C(F)(F)C(F)(F)F)c1cc2ccccc2o1	92	91	94	107	111	98	113	99
CC[C@H](Nc1ncnc2nc[nH]c12)c1nc2cccc(CCCCNC(=O)NO)c2c(=O)n1-c1ccccc1	33	56	90	89	75	87	99	92
COc1cccc(C(=O)Nc2ccc3c(c2)CN(C2CCC(=O)NC2=O)C3=O)c1 (stereo not drawn)	78	83	97	84	88	69	98	90
O=[N+]([O-])c1ccc2cc(O)c(=S)[nH]c2c1	68	94	100	100	98	.	98	104
Cc1ccc(-c2cc(C(=O)N=Nc3c(O)[nH]c4ccc(Cl)cc34)c3ccccc3n2)cc1	87	80	86	81	75	54	101	95
CC(C)[C@@H]1CC[C@@H](C)C[C@H]1N	99	102	98	105	94	91	102	97
CCOC(=O)C1=C(C(F)(F)F)NC(=O)NC1CN1C(=O)c2ccccc2C1=O (stereo not drawn)	98	92	100	111	103	107	101	104
CCOc1ccccc1N1C(=O)CSC1=S	118	88	115	111	92	101	118	108
O=C(O)CCCc1cnc2c3sccc3nc(SCc3c(Cl)cccc3Cl)n12	16	51	41	41	50	29	81	27
COC(=O)c1cnc2c(c1)Oc1ccccc1-c1ccnn1-2	86	94	97	106	99	91	100	105
COc1ccc(-c2nn(-c3cccc(Cl)c3)cc2-c2c(C#N)c3n(c(=O)c2C#N)NC(c2ccccc2)N3)cc1 (stereo not drawn)	62	66	73	69	59	.	87	42
COc1cc(CNC(=O)C2CSC3(C)c4ccccc4C(=O)N23)cc(OC)c1OC (stereo not drawn)	98	90	98	93	101	83	95	104
CC(C)(CO)C(O)C(=O)NCCO (stereo not drawn)	107	94	.	94	108	104	108	104
O=C(Cn1c(/C=C/c2cccc(Br)c2)nc2ccccc2c1=O)Nc1ccccc1	86	92	68	87	86	64	112	102
CCCCCCCCCCCCCCCCOc1ccc(C(=O)NN)cc1N	95	89	85	99	81	95	86	.
CCCC#CCN(CC)CC	97	86	100	100	111	91	120	80
O=C1/C(=C/c2ccc(-c3cccc(C(F)(F)F)c3)o2)SC(=S)N1CCN1CCOCC1	91	93	101	101	101	104	108	95
Clc1cc(Br)ccc1-c1ccc(CNCC2CCNCC2)o1	9.9*	54	30	42	45	17	88	.
COc1ccc(S(=O)(=O)NCCNc2nccc(-c3c(-c4cccc(OC)c4)nc4occn34)n2)cc1	100	98	105	102	96	107	125	105
O=C(CCl)NNc1nccc(Nc2ccc(S(=O)(=O)Nc3ccncc3)cc2)n1	55	56	5.2*	31	38	-9.1*	95	68
C#C[C@]1(O)CC[C@H]2[C@@H]3CC=C4c5sc(Nc6ncccc6C)nc5CC[C@]4(C)[C@H]3CC[C@@]21C	-2.9*	-18*	-56*	1.7*	7.7*	3.1*	29	-70*
COC(=O)c1ccc2nc([C@@H](C)[C@H]3CC[C@H]4[C@@H]5CCC6=CC(=O)CC[C@]6(C)[C@H]5CC[C@]34C)[nH]c2c1	60	108	68	92	89	78	98	68
Cn1c(=O)c2c(nc(Sc3nc(N)cc(=O)[nH]3)n2Cc2ccccc2)n(C)c1=O	70	97	97	94	99	.	105	102

The results go on:
mol	SNB-75	PC-3	SF-539	SNB-19	SF-268	U251	HCC-2998	SF-295
N#Cc1c(-c2ccc(F)cc2)cc(-c2ccccn2)[nH]c1=O	95	102	102	98	98	99	99	105
Cc1c[n+]([O-])ccc1Cl	95	91	118	109	111	104	115	97
C#Cc1ccc(NC(=O)c2ccc(/C=C/C(=O)c3nccn3C)cc2)c(F)c1	18	30	-22*	23	28	5.0*	83	26
Cc1ccc(C)c2c1sc1nc3nc4sc5cc(Cl)c(Cl)cc5n4c(=N)c3c(=N)n12	73	112	98	94	114	102	113	111
O=C1N=C(N2CCCCC2)S/C1=C\c1ccc(F)cc1	92	101	88	90	91	94	100	131
COc1ccc(CCNc2nc(SC)nc(-c3cccc(N)c3)c2C#N)cc1OC	69	93	84	94	94	.	94	58
N#C/C(=C(\CCCO)NC(Cc1c[nH]c2ccccc12)C(=O)O)c1nc2ccccc2c(=O)[nH]1 (stereo not drawn)	109	94	103	100	120	103	114	106
Cn1cnc([N+](=O)[O-])c1Sc1n[nH]c(N)n1	83	88	101	119	104	109	98	.
O=C(CC1Sc2ccccc2NC1=O)NNc1ccc(Cl)c(Cl)c1 (stereo not drawn)	94	83	91	86	75	104	99	105
NS(=O)(=O)c1ccc(CN2C(=O)c3ccc4c5c(ccc(c35)C2=O)C(=O)N(Cc2ccc(S(N)(=O)=O)cc2)C4=O)cc1	18	99	88	50	65	87	97	82
CCN(CC)S(=O)(=O)c1ccc(-c2csc(Nc3ccc(C)c(C)c3)n2)cc1	79	90	93	104	95	90	106	96
O=C(Nc1ccc(-n2cc(-c3ccncc3)c(-c3ccc(O)c(Cl)c3)n2)cc1)c1ccc(Cl)c(Cl)c1	70	20	11	60	54	27	33	-16*
Nc1ccc2c(c1)nnn2-c1ccccc1	76	.	91	.	96	98	114	114
COc1cc(OC)c(C2C(Cl)C(=O)N2Nc2ncnc3ccccc23)cc1OC (stereo not drawn)	80	90	104	99	99	92	111	102
COc1ccc(C2=C3CCCCC3=NC3=CC=CCN32)cc1	93	78	95	107	105	98	96	102
C=C(Cl)C1CO1 (stereo not drawn)	100	100	121	111	107	103	108	103
O=C(N/N=C/c1cccc(Oc2ccccc2)c1)c1cnn2c1NC(c1ccccc1)C2 (stereo not drawn)	69	63	56	63	67	50	88	52

Screening results deposited in PubChem by NCI.
